# Rev-RRE block: HIV Rev-RRE protein-RNA interaction inhibition; P05866; Rev peptide-RRE RNA binding, FRET; inhibition, % at 8 µM; hit rate 0.79% among 97,000;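 active = inhibition above the screen-wide mean plus 3 SD, cut at about 35% in these data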;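 note: 0% = median DMSO wells and 100% = median Neomycin B control wells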
#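 Assay system: Rev peptide and RRE RNA, both fluorescently labelled; times: 5 min preincubation and 15 min binding, 25 °C; detection: FRET, ex 480 nm, em 540 and 671 nm; read-out basis: % inhibition from 671/540 nm acceptor-to-donor ratio, scaled between controls; benchmarks: DMSO low control, neomycin B high control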
# S1P2 blocker: blocks the human S1P2 receptor | O95136 | cell-based S1P2 antagonist assay, inhibition at 5 uM | inhibition, % at 5 µM | hit rate 0.21% among 97,000 | AID 736; in the data active = inhibition above about 45%;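 note: CRE beta-lactamase reporter cells expressing human S1P2 stimulated with S1P; 0% = agonist at EC80 alone and 100% = agonist plus reference antagonist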
# PostGolgi ctrl: inhibits growth of the yeast control strain; efflux-deficient yeast background strain, growth absorbance A615, 16 h; inhibition, % at 10 µM; hit rate 5% among 98,000; AID 738
# S1P2 ag: agonists of human S1P2 receptor | hit rate 0.46% among 97,000 | activation, % at 4.5 µM | O95136 | S1P2-expressing cell line, agonist reporter read-out; in the data active = activation above about 16%;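 note: 0% = vehicle low control and 100% = maximal reference agonist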
# EphB4 antag: EphB4-ephrin-B2 interaction antagonism; P54760; EphB4 LBD / TNYL-RAW-Alexa532 peptide, fluorescence polarization; inhibition, % at 7 µM; hit rate 0.15% among 97,000; AID 720;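 active = inhibition above the screen-wide mean inhibition plus 3 SD, cut at about 15% in these data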;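 note: 0% = DMSO wells and 100% = excess unlabeled TNYL-RAW peptide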
# PostGolgi yeast: growth inhibition of a yeast mutant, post-Golgi transport screen. post-Golgi transport phenotypic cell assay. inhibition, % at 10 µM. hit rate 0.9% among 98,000;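 note: yeast cells grown in 1536-well plates; yeast grown about 18 h at 30C before absorbance read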
# FAK blocker: FAK (human) kinase inhibition; Q05397; AID 727; hit rate 0.84% among 97,000; inhibition, %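 (tested at 7 µM)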; biochemical FAK kinase activity assay; in the data active = inhibition above about 19%;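 note: 0% = DMSO and 100% = reference compound high control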
# Target sequence (Q05397 whole entry, looked up): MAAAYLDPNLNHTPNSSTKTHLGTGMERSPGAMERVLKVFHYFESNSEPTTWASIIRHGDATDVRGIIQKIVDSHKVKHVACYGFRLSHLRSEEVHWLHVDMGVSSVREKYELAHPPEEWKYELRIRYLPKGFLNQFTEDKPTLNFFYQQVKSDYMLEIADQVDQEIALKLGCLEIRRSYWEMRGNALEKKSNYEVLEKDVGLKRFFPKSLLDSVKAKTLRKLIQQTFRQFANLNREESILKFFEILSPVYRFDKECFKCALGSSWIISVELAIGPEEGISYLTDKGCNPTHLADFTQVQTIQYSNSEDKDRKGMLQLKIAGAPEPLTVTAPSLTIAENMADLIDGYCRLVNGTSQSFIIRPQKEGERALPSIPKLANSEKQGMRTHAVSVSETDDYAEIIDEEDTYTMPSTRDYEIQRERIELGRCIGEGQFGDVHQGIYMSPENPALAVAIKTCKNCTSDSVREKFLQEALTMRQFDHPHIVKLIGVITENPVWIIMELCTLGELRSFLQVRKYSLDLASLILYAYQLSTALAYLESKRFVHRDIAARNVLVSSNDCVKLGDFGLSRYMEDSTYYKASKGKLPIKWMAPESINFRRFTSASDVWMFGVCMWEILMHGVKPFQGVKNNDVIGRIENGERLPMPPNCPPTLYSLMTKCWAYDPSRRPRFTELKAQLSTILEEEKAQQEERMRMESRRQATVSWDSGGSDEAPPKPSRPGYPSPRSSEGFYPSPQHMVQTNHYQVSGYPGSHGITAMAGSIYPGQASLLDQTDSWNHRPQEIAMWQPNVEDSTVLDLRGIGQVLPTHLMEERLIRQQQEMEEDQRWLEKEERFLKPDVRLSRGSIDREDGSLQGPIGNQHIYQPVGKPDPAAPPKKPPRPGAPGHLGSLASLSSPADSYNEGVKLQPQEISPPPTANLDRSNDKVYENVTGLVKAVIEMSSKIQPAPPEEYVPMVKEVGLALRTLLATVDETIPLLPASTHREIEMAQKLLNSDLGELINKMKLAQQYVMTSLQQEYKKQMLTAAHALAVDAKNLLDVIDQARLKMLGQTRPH
# LYP act: increases human PTPN22 phosphatase activity; recombinant LYP, DiFMUP fluorescence; 0 = plate median, 100 = signal doubled; activation, % at 2 µM; hit rate 0.11% among 96,000; AID 697;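 active = activation at 2 µM above a set limit, the mean plus 5 SD, cut at about 37% in these data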
# PTPN22 inh 2: inhibitors of human LYP (PTPN22) phosphatase | Q9Y2R2 | recombinant LYP catalytic domain, DiFMUP fluorescence | inhibition, % at 2 µM | hit rate 0.21% among 96,000;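 active = inhibition at 2 µM at or above a set limit, the screen mean plus 3 SD, cut at about 24% in these data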;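 note: 0% = DMSO with enzyme and 100% = enzyme fully blocked by orthovanadate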
# The depositor's hits bear a star; · = no result given. Cut-off read from the data, not from the text of the source, unless noted: active = inhibition above about 30%; inactive = the rest. No enrichment for hits (roughly 7% active in at least one column).
cpd	SMILES	Rev-RRE block	S1P2 blocker	PostGolgi ctrl	S1P2 ag	EphB4 antag
1	CC1CN(C)C(c2ccccc2)C(C)C12NC(=O)NC2=O (stereo not drawn)	8	9	7	-4	2
2	Cn1c(=O)c2c(ncn2CC(O)CNc2ccc(Br)cc2)n(C)c1=O (stereo not drawn)	4	-16	12	-5	-2
3	COc1ccc(OC)c(-c2cc(C(=O)N3CCN(c4ncccn4)CC3)c3ccccc3n2)c1	5	-2	27	-4	-7
4	O=C(Nc1ccon1)c1ccccc1F	8	-10	12	1	2
5	O=C1Nc2ccccc2/C1=N/c1sc2c(c1C(=O)NCCc1ccccc1)CCCC2	-4	11	1	-4	-7
6	COc1cc(OC)c(NC(=O)c2ccco2)cc1Cl	10	21	2	-1	3
7	O=c1c2ccccc2c(-c2ccccc2)nn1-c1ccc(Cl)c(Cl)c1	19	-1	26	1	1
8	CCOC(=O)C1=C(C)C(c2ccccc2OC)NC(=O)N1 (stereo not drawn)	10	-7	4	0	2
9	O=C(O)CSc1nc(-c2ccccc2)nc2c1oc1ccccc12	0	-5	9	-11	0
10	CSc1nnc(Cn2c(=O)sc3ccccc32)n1-c1cccc(Cl)c1	5	5	0	2	9

cpd	PostGolgi yeast	FAK blocker	LYP act	PTPN22 inh 2
1	5	1	0	4
2	12	1	-2	1
3	6	-5	-5	4
4	8	0	0	-1
5	11	-8	2	1
6	18	2	-5	7
7	9	-2	-4	1
8	7	1	-5	3
9	1	-7	5	-7
10	-2	2	-9	6

# The listing continues.
cpd	SMILES	Rev-RRE block	S1P2 blocker	PostGolgi ctrl	S1P2 ag	EphB4 antag
11	Cc1nc(COC(=O)c2c(C)nn(-c3ccccc3)c2C)cs1	-2	0	9	-1	6
12	Cc1ccc(S(=O)(=O)c2c(C)cc(C)nc2Cl)c(C)c1	0	3	-4	-7	-8
13	O=C1NC(=Nc2ccccc2)S/C1=C\c1cccn1-c1ccccc1	8	-7	15	-1	-6
14	Cc1c(-c2ccccc2)c(P(=O)(N2CCOCC2)N2CCOCC2)c2ccccn12	1	17	4	-1	3
15	COc1ccc(C(=O)c2ccc(N(C)C)cc2)c(OC)c1	1	4	6	-2	-11
16	COc1ccc(-c2nc(-n3c(C)c(C(C)=O)c(C(C)=O)c3C)sc2C)cc1	10	19	24	-5	8
17	N#Cc1ccc(CSc2nnc(-c3cccc(S(=O)(=O)N4CCCCC4)c3)o2)cc1	10	0	20	-1	1
18	CN(C)c1ccc(CNC(=O)CN(C)S(=O)(=O)c2cccc3cccnc23)cc1	5	-3	-2	-1	-1
19	COc1ccc(Br)cc1S(=O)(=O)n1ccnc1C	-4	16	-1	-7	-6
20	CCOC(=O)C1=NN(N=O)C2(CC(=O)N(c3cc(C)cc(C)c3)C2=O)C1 (stereo not drawn)	2	8	20	-6	1

cpd	PostGolgi yeast	FAK blocker	LYP act	PTPN22 inh 2
11	12	-1	-1	0
12	-8	2	4	0
13	2	2	-3	3
14	6	5	0	-2
15	1	2	3	-5
16	-2	2	-4	8
17	-10	2	3	-3
18	-7	-3	-4	3
19	-11	-3	1	-2
20	-3	-2	-5	6

# Further entries:
cpd	SMILES	Rev-RRE block	S1P2 blocker	PostGolgi ctrl	S1P2 ag	EphB4 antag
21	COc1ccccc1CN(Cc1cc2cc(C)ccc2[nH]c1=O)Cc1nnnn1CC1CCCO1 (stereo not drawn)	-1	-11	11	-2	-10
22	Cc1ccc(-n2nnnc2SCC(=O)Nc2ccc3c(c2)COC3=O)cc1C	-3	-17	4	-2	-4
23	O=C(CSc1nc2ccccc2o1)Nc1ccc(N2CCOCC2)c(Cl)c1	5	21	1	-1	-3
24	COCc1c(C(=O)OC)nnn1-c1ccccc1	3	14	·	-4	1
25	COCCNC(=O)NC1(C(F)(F)F)Oc2ccc(Cl)cc2O1 (stereo not drawn)	3	20	10	0	3
26	CCOC(=O)c1sc(NC(=O)CCN2CC(C)OC(C)C2)c(C(=O)OCC)c1C (stereo not drawn)	9	-7	10	-8	0
27	CCOC(=O)CCc1c(C)nc2cc(C3CCCN(C(=O)OC(C)(C)C)C3)[nH]n2c1=O (stereo not drawn)	2	-9	-2	-6	-2
28	Cc1ccc2c(c1)N(CCC(=O)NCc1cccnc1)C(=O)CO2	3	8	8	-5	-5
29	COc1ccc(C)cc1-n1nnnc1SCC1CCCO1 (stereo not drawn)	2	-8	19	-6	2
30	Cc1cc(OCCOCCNC(C)C)cc(C)c1Cl	-5	6	8	-6	2

cpd	PostGolgi yeast	FAK blocker	LYP act	PTPN22 inh 2
21	6	2	2	-4
22	-3	1	-10	8
23	-6	4	-2	-5
24	·	0	-11	11
25	3	1	-7	7
26	-2	-2	0	-1
27	1	-1	4	-6
28	-3	-3	-8	6
29	-26	-1	0	3
30	-3	1	14	-12

# Arranged by length of the SMILES (descending): 12 of the compounds above.
cpd	SMILES	Rev-RRE block	S1P2 blocker	PostGolgi ctrl	S1P2 ag	EphB4 antag
27	CCOC(=O)CCc1c(C)nc2cc(C3CCCN(C(=O)OC(C)(C)C)C3)[nH]n2c1=O (stereo not drawn)	2	-9	-2	-6	-2
21	COc1ccccc1CN(Cc1cc2cc(C)ccc2[nH]c1=O)Cc1nnnn1CC1CCCO1 (stereo not drawn)	-1	-11	11	-2	-10
17	N#Cc1ccc(CSc2nnc(-c3cccc(S(=O)(=O)N4CCCCC4)c3)o2)cc1	10	0	20	-1	1
16	COc1ccc(-c2nc(-n3c(C)c(C(C)=O)c(C(C)=O)c3C)sc2C)cc1	10	19	24	-5	8
26	CCOC(=O)c1sc(NC(=O)CCN2CC(C)OC(C)C2)c(C(=O)OCC)c1C (stereo not drawn)	9	-7	10	-8	0
22	Cc1ccc(-n2nnnc2SCC(=O)Nc2ccc3c(c2)COC3=O)cc1C	-3	-17	4	-2	-4
23	O=C(CSc1nc2ccccc2o1)Nc1ccc(N2CCOCC2)c(Cl)c1	5	21	1	-1	-3
28	Cc1ccc2c(c1)N(CCC(=O)NCc1cccnc1)C(=O)CO2	3	8	8	-5	-5
25	COCCNC(=O)NC1(C(F)(F)F)Oc2ccc(Cl)cc2O1 (stereo not drawn)	3	20	10	0	3
19	COc1ccc(Br)cc1S(=O)(=O)n1ccnc1C	-4	16	-1	-7	-6
29	COc1ccc(C)cc1-n1nnnc1SCC1CCCO1 (stereo not drawn)	2	-8	19	-6	2
30	Cc1cc(OCCOCCNC(C)C)cc(C)c1Cl	-5	6	8	-6	2

cpd	PostGolgi yeast	FAK blocker	LYP act	PTPN22 inh 2
27	1	-1	4	-6
21	6	2	2	-4
17	-10	2	3	-3
16	-2	2	-4	8
26	-2	-2	0	-1
22	-3	1	-10	8
23	-6	4	-2	-5
28	-3	-3	-8	6
25	3	1	-7	7
19	-11	-3	1	-2
29	-26	-1	0	3
30	-3	1	14	-12

# (more compounds)
cpd	SMILES	Rev-RRE block	S1P2 blocker	PostGolgi ctrl	S1P2 ag	EphB4 antag
31	CCCNC(=O)Cn1cnc2sc(C(=O)N3CCCC(C(=O)OCC)C3)c(C)c2c1=O (stereo not drawn)	-3	-5	0	-2	1
32	O=C1c2cccc3cc(Br)cc(c23)C(=O)N1Nc1ccccc1	19	-25	12	-3	-9
33	O=C(NCc1ccc2c(c1)OCO2)c1ccc(S(=O)(=O)N2CCCCC2)cc1	8	-9	5	-4	-5
34	COC(=O)c1ccc2c(=O)[nH]c(CN3c4ccccc4CC3C)nc2c1 (stereo not drawn)	4	8	14	-8	5
35	CCn1cnc2cc(NC(=O)c3ccco3)ccc21	9	-5	·	-7	1
36	CCCCC(=O)Nc1cc(NC(=O)CC)ccc1Cl	-1	-4	2	-1	-1
37	CCC(=O)Nc1ccc(C(=O)Nc2cccc(OC)c2)cc1	1	-22	2	-1	6
38	Cc1c(NS(=O)(=O)CC23CCC(CC2=O)C3(C)C)c(=O)n(-c2ccccc2)n1C (stereo not drawn)	4	11	5	-4	-10
39	CCN(CC)CCNC(=O)c1ccc(NC(=O)c2ccc(Cl)c(S(=O)(=O)Nc3ccccc3OC)c2)cc1	-3	8	23	-4	-3
40	COc1ccc(-n2nnnc2SCC(=O)c2ccc3c(c2)OCCO3)c(OC)c1	8	8	-2	-4	7

cpd	PostGolgi yeast	FAK blocker	LYP act	PTPN22 inh 2
31	-1	1	7	-9
32	-2	3	4	-1
33	6	-1	14	-18
34	13	2	4	0
35	·	1	8	-8
36	5	3	5	-6
37	6	0	12	-12
38	-3	-1	-2	1
39	15	0	7	-2
40	-2	1	4	-7

# Continued.
cpd	SMILES	Rev-RRE block	S1P2 blocker	PostGolgi ctrl	S1P2 ag	EphB4 antag
41	Cc1cc2cc(C)c3nnc(SCC(=O)N4CCc5ccccc54)n3c2cc1C	7	7	-11	-5	1
42	O=C(Nc1c(Cl)cccc1Cl)c1cc(=O)n(Cc2ccccc2)c(=O)[nH]1	2	-4	-3	-3	4
43	O=C(COC(=O)c1ccco1)NCc1cccs1	2	10	6	-3	-8
44	C=CCNC(=O)c1onc(CSc2ccc(F)cc2)c1C(=O)O	5	17	-2	-9	5
45	CCOC(=O)C1CCCN(c2ncnc3c2cnn3-c2ccc(OC)cc2)C1 (stereo not drawn)	8	-1	9	-5	-3
46	CN(Cc1ccccc1)c1ncnc2c1cnn2-c1ccccc1	8	-2	28	-1	-5
47	O=C(Nc1ccc(NC(=O)C2CC2)cn1)c1ccccc1Cl	3	-22	-9	-2	-9
48	CCC(=Nc1ccc(N)cc1)C1=C(O)C(C(=O)OC)C(C)(C)CC1=O (stereo not drawn)	-3	-2	-4	-5	6
49	CCSc1ccccc1C(=O)NCc1ccc(OC)cc1	1	3	9	1	-1
50	COc1cc(C(=O)NCCC(=O)NCCCN2CCCCC2C)cc(OC)c1OC (stereo not drawn)	1	-8	1	-6	-2

cpd	PostGolgi yeast	FAK blocker	LYP act	PTPN22 inh 2
41	1	-3	-2	4
42	1	-2	-1	-2
43	1	-2	-4	6
44	0	1	-10	13
45	-7	-4	1	-3
46	6	1	8	-10
47	-1	-1	3	-6
48	-3	9	-2	1
49	-6	0	-19	20
50	0	1	-7	6

# Other compounds follow:
cpd	SMILES	Rev-RRE block	S1P2 blocker	PostGolgi ctrl	S1P2 ag	EphB4 antag
51	COc1ccc(N(Cc2cc3cc(OC)ccc3[nH]c2=O)C(=O)C2CCCO2)cc1 (stereo not drawn)	0	-14	19	-6	2
52	O=C(Cn1c(=O)n(Cc2ccc3c(c2)OCO3)c(=O)c2ccccc21)N1CCCc2ccccc21	11	14	50*	-4	-3
53	O=C(COC(=O)CCc1c[nH]c(=O)[nH]1)Nc1ccccc1Cl	18	3	2	-6	9
54	Cc1onc(-c2ccccc2)c1C(=O)N1CCc2ccccc21	5	13	11	1	-2
55	CCOc1c2ccc(C(=O)NCc3ccco3)cc2nn1CC	4	8	1	-6	1
56	Cc1cc(C(=O)NCc2ccc(S(N)(=O)=O)cc2)cs1	6	-28	-3	-2	-1
57	COc1ccccc1NC(=O)Cc1csc(N)n1	8	-2	3	-14	6
58	CC(=O)NCc1cn2c(C)csc2n1	12	27	-5	-4	1
59	COC(=O)c1ccc(NC(=O)C2C3CCC(C3)C2C(=O)O)cc1 (stereo not drawn)	0	7	15	-8	4
60	Cc1cccc(NC(=O)CCC(=O)NCCO)c1	9	-4	·	-4	9
61	COc1cccc(NC(=O)C2CCN(S(C)(=O)=O)CC2)c1	7	-7	-4	-5	3
62	Cc1cc(NC(=O)c2cc(-c3ccc(C)s3)nc3ccccc23)no1	4	3	14	-1	0
63	Cc1oc(C(=O)O)cc1COc1ccc2c3c(c(=O)oc2c1C)CCC3	3	6	10	-3	0

cpd	PostGolgi yeast	FAK blocker	LYP act	PTPN22 inh 2
51	-4	-3	9	-10
52	9	1	-6	6
53	-1	0	-9	9
54	8	-4	6	-5
55	-2	0	1	2
56	-12	-2	4	-3
57	0	-3	-6	4
58	0	0	9	-12
59	5	-9	19	-21
60	·	-1	-4	4
61	16	-2	-3	2
62	-10	-6	-11	8
63	-10	-5	5	-2

# Screening data (PubChem)
